S1P4 antag: blocks the human S1P4 receptor; S1P4-expressing cells, antagonist mode, reporter read-out; inhibition, % at 4.98 µM; actives 0.26% (n = 220,000); AID 1510; in the data active = inhibition above about 29%;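 also: 0% = wells stimulated with agonist and 100% = vehicle wells without agonist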
Ba/F3 V617F tox: lowers viability of Ba/F3 cells expressing EpoR and JAK2V617F; ATP luminescence; inhibition, % at 5.6 µM; actives 1.1% (n = 220,000);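 active = inhibition above the campaign mean plus 3 SD over all tested compounds, cut at about 24% in these data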;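 also: cytokine-independent growth of Ba/F3 cells driven by EpoR plus mutant JAK2; 0% = DMSO-treated cells and 100% = JAK inhibitor I control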
m-calpain inh: blocks pig calpain II enzyme activity. inhibition, % at 16 µM. actives 0.37% (n = 220,000). AID 1236. purified calpain II, fluorogenic peptide substrate, 30 min;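 active = inhibition above about 50%, limit read from the data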
PERK inhibitor: inhibitors of human PERK kinase. actives 0.17% (n = 220,000). AID 1416. CHO PERK-DD fusion, SEAP luminescence translation reporter. Q9NZJ5. inhibition, % at 5.6 µM;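 active = inhibition above the mean inhibition of all tested compounds plus 3 SD, set separately per screening campaign, cut at about 2.9% in these data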;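 also: PERK kinase domain activated by AP20187 dimerizer at 100 nM; 0% = DMSO with dimerizer and 100% = rapamycin at 8.4 µM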
TRPML3 ag: agonists of human TRPML3 channel; Q8TDD5; HEK293 TRPML3-YFP, Fluo-8 calcium fluorescence; 100% = the carbachol control signal; activation, % at 3 µM; actives 0.29% (n = 220,000);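 active = activation above its plate's cutoff, the mean activation of the plate's test wells plus 3 SD, cut at about 12% in these data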;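 also: 0% = DMSO only wells and 100% = carbachol wells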
Target sequence (Q8TDD5 whole entry, looked up): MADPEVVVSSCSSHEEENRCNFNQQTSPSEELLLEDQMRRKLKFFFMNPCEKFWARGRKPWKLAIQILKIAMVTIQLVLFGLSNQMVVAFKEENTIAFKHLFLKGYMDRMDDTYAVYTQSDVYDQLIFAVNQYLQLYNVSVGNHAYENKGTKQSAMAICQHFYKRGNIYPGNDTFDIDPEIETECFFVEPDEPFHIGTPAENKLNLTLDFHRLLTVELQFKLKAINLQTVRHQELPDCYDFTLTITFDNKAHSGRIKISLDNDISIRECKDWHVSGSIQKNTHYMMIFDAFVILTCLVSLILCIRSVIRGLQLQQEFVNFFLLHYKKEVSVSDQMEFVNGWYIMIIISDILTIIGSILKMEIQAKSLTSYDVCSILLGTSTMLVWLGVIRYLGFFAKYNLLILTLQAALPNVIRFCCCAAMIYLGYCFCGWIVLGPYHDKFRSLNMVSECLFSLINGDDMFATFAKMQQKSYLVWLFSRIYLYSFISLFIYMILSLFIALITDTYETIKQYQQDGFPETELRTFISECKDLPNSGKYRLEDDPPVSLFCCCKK
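Test system – HEK293 line with stable expression of human TRPML3-YFP channel · Control set – carbachol 87 µM final as high control (100%), DMSO as low control (0%) · Signal – Fluo-8 calcium dye fluorescence, ex 470-495, em 515-575 nm · Incubation – 1-h 37 °C dye load, 5-s basal, 120-s post-compound reads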
EP2 modulator: EP2 receptor (human) modulation; P43116; EP2-expressing cells, cAMP HTRF FRET, PGE2 co-stimulation; induction, % at 25 µM; actives 0.83% (n = 260,000); AID 940;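 active = compounds whose cAMP rise, as percent of the full-agonist control response, exceeds 60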;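 also: rat C6 glioma line stably carrying human EP2 under a CMV promoter; the protocol text gives 20 µM as final concentration; 100% = response of wells given 1 µM PGE2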
Target sequence (P43116 whole entry, looked up): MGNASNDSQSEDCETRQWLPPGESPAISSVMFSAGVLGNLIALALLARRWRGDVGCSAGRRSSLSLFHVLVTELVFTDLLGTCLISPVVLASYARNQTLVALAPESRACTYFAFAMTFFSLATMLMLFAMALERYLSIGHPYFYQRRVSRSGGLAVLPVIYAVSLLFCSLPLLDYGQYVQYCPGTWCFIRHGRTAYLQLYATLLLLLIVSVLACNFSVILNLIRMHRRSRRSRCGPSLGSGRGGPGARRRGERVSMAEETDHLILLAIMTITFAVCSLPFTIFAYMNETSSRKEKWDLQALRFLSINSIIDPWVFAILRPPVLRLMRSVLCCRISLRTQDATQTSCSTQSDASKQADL
TRPN1 ag: zebrafish TRPN1 (NompC) channel agonism; HEK293 zebrafish TRPN1-YFP, Fluo-8 calcium fluorescence; 100% = response to 87 µM carbachol; activation, % at 3 µM; actives 0.18% (n = 220,000); AID 1424;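 active = activation above its plate's cutoff, the mean activation of test wells on that plate plus 3 SD, cut at about 19% in these data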;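 also: 0% = DMSO alone and 100% = 87 µM carbachol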
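Control set: carbachol 87 µM as high control, DMSO as low control; system: HEK293 stable line with zebrafish TRPN1-YFP; read-out: % activation versus carbachol response; detection: intracellular calcium fluorescence with Fluo-8; doses: single test compound dose, 3 µM nominal, 0.3% DMSO; schedule: dye 1 h 37 °C plus 30 min RT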
S1P4 ag: activates the human S1P4 receptor; S1P4-expressing cell line, agonist reporter assay; activation, % at 4.98 µM; actives 0.35% (n = 220,000); AID 1509; in the data active = activation above about 11%;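 also: 0% = DMSO vehicle and 100% = reference agonist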
BaF3 parental: counter-screen for JAK2V617F inhibitors: parental Ba/F3 viability inhibitors; inhibition, % at 5.6 µM; actives 1.1% (n = 220,000); CellTiter-Glo ATP luminescence;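 active = inhibition above a per-campaign cutoff, the mean inhibition of all tested compounds plus 3 SD, cut at about 27% in these data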;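 also: 0% = DMSO wells and 100% = JAK Inhibitor I control wells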
* marks the source's active call; other numbers are inactive results; nt = no result given; & = joins results of further samples.

canonical_smiles	S1P4 antag	Ba/F3 V617F tox	m-calpain inh	PERK inhibitor	TRPML3 ag	EP2 modulator	TRPN1 ag	S1P4 ag	BaF3 parental
Cc1c(NC(=O)CN2CCN(c3ccc(O)cc3)CC2)c(=O)n(-c2ccccc2)n1C	-8.9	7.2	-10.3	0.9	0.4	-10.1	0.3	0.7	18.1
CS(=O)(=O)NCCSc1cc(C(F)(F)F)nc2ccccc12	-4.2	0.0	5.5	0.3	0.7	1.5	1.1	0.5	4.2
O=C(NCCc1ccccc1)C1CCN(C2CCN(C(=O)CC3=CCCCC3)CC2)CC1	-18.9	0.8	4.1	0.1	1.5	-3.6	2.2	1.6	4.7
Cc1ccc(-c2ccc(SCC(=O)Nc3ccc4c(c3)OCCO4)nn2)cc1	-8.6	-1.3	-6.5	0.2	-0.7	-2.4	-2.7	2.1	-1.1
COc1cccc(-c2nc(-c3ccccc3)no2)c1	17.8	-4.8	-4.0	0.7	0.6	28.5	-1.3	-1.6	0.6
COC(=O)CSc1ncnc2c1sc1nc(-c3ccco3)c3c(c12)CC(C)(C)OC3	7.2	4.3	-191.0	1.1	-0.1	31.6	-0.2	0.1	5.9
O=C(CSc1ccc(-c2cccs2)nn1)Nc1ccccc1F	2.8	-1.0	-13.9	0.9	0.9	-39.9	-0.4	0.3	3.7
Cc1ccc(NC(=O)C2CC(=O)N/C(=N/NC(=O)c3ccc(C)cc3)S2)cc1 (configuration not stated)	1.7	-1.5	-15.4	0.6	0.6	10.0	-0.2	-0.1	-0.2

Going on with the list:
canonical_smiles	S1P4 antag	Ba/F3 V617F tox	m-calpain inh	PERK inhibitor	TRPML3 ag	EP2 modulator	TRPN1 ag	S1P4 ag	BaF3 parental
CCc1nnc(NC(=O)CSc2nnc(-c3ccccc3OC)n2-c2ccc(C)cc2)s1	-3.8	-0.2	-36.5	-0.3	-0.5	-0.6	-2.0	-5.7	7.3
CCOc1ccc(CCNC(=O)CCc2nc(-c3ccc(C)cc3)no2)cc1OCC	-13.4	-2.6	-12.4	0.7	0.3	48.7	-2.7	-0.3	5.0
C(#CCN1CCOCC1)COC(c1ccccc1)c1ccccc1	-3.0	-3.7	22.0	0.4	-1.0	33.4	-0.6	-0.7	4.0
Cc1ccsc1C(=O)Nc1ccc(O)c(-c2nc3ccccc3s2)c1	-11.5	-0.8	-66.5	2.5	0.5	46.5	-0.3	0.1	4.9
CC(C)(C)NC(=O)NC(=O)CN1CCN(c2ncc(C(F)(F)F)cc2Cl)CC1	1.7	-0.2	27.8	-0.6	0.3	26.3	0.1	-2.4	1.0
N#C/C(=C/c1ccc(-c2ccccc2)o1)c1nc(-c2cccs2)cs1	-10.2	-3.9	-19.1	0.2	2.9	30.7	3.6	1.8	2.6
COc1cc(/C=N\NC(=O)c2cccc(Cl)c2)ccc1Oc1ccc([N+](=O)[O-])cn1	-9.6	-6.0	-33.8	-2.3	0.5	-22.9	3.5	-0.3	-0.1
CCOC(=O)CN(C(=O)CSc1nnc(COc2ccc(OC)cc2)n1CC)c1ccccc1	9.6	1.6	30.7	0.0	-0.3	22.7	0.5	0.6	-4.7

(next part)
canonical_smiles	S1P4 antag	Ba/F3 V617F tox	m-calpain inh	PERK inhibitor	TRPML3 ag	EP2 modulator	TRPN1 ag	S1P4 ag	BaF3 parental
COc1ccc([N+](=O)[O-])cc1NC(=O)c1ccc(CN(c2ccccc2)S(C)(=O)=O)cc1	-7.9	1.1	-18.1	-0.7	0.9	5.6	2.0	1.0	5.0
COc1ccc(C(=O)C2CN(c3ccccc3)CC2c2ccc(Cl)cc2)cc1 (configuration not stated)	-2.8	3.0	39.0	0.7	0.4	21.3	1.4	1.3	5.7
CS(=O)(=O)N1CCN(c2ccc([N+](=O)[O-])c(NCc3cccnc3)c2)CC1	2.6	2.5	-15.6	-0.1	0.3	-10.7	-1.1	-0.8	5.2
CC1CN(S(=O)(=O)c2cccc(C(=O)OCC(=O)Nc3ccc4c(c3)OCO4)c2)CC(C)O1 (configuration not stated)	0.7	-0.9	-15.2	-1.1	0.2	0.2	-0.5	1.9	5.6
COc1ccc(-c2nn(-c3ccccc3)cc2C(=O)O)cc1	-1.5	2.1	8.8	3.2*	1.1	25.0	1.2	1.6	5.5
Cc1nc2cc(N3CCOCC3)c(NC(=O)C3CC3)cc2c(=O)n1Cc1ccccc1	1.4	0.5	nt	-0.7	-0.2	-16.5	0.1	-1.4	4.0
Cc1ccc(S(=O)(=O)CC(=O)N2CCCCCC2)cc1	-3.9	-2.3	-1.3	-0.6	0.2	6.1	1.9	0.8	-1.1
CCOC(=O)c1ccc2[nH]c(C)c(C)c2c1	-7.3	2.5	-6.6	0.9	0.6	4.0	-0.3	-2.5	3.3

Next part.
canonical_smiles	S1P4 antag	Ba/F3 V617F tox	m-calpain inh	PERK inhibitor	TRPML3 ag	EP2 modulator	TRPN1 ag	S1P4 ag	BaF3 parental
Cc1nc2ccc(NC(=O)c3nn(C(C)C)c(=O)c4ccccc34)cc2s1	-6.7	3.8	5.1	-0.7	-1.3	17.4	1.3	0.4	12.0
Cc1ccc(S(=O)(=O)N2CCCC(C(=O)NC3=NCCS3)C2)cc1 (configuration not stated)	11.1	3.3	-8.8	0.6	0.1	-1.4	0.7	1.5	4.2
COc1ccc2nc(NC(=O)/C=C/c3ccc4c(c3)OCO4)sc2c1	-24.2	3.3	7.2	-0.7	1.1	-3.3	3.7	-0.8	7.0
CC(=O)c1ccc(NC(=O)COC(=O)CCN2C(=O)c3cccc([N+](=O)[O-])c3C2=O)cc1	-17.6	1.7	2.2	-0.1	-0.2	18.2	0.1	0.7	4.6
Cn1nc(-c2ccccc2)c(CN2CCN(c3ncccn3)CC2)c1Cl	7.2	2.0	26.2	0.0	-0.5	-3.8	-2.6	-1.0	1.0
COc1ccc(NC(=O)N2CCCC2C(=O)NCc2ccc(C)cc2)cc1 (configuration not stated)	8.7	-1.4	-41.8	0.6	0.1	7.6&30.8	-1.1	-0.9	2.4
COc1ccccc1C(=O)N/N=C1/NC(=O)CC(C(=O)Nc2ccccc2)S1 (configuration not stated)	2.4	-3.0	-12.4	0.5	0.5	-3.0	0.7	0.7	-2.0
O=C(NCc1ccccn1)c1ccc2nc(-c3ccco3)c(-c3ccco3)nc2c1	-23.1	0.3	-227.2	0.5	-0.8	0.4	1.9	-1.9	3.4

(next part)
canonical_smiles	S1P4 antag	Ba/F3 V617F tox	m-calpain inh	PERK inhibitor	TRPML3 ag	EP2 modulator	TRPN1 ag	S1P4 ag	BaF3 parental
CC(=O)NS(=O)(=O)c1ccc(N=NN2CCCCC2)cc1	-9.5	-4.2	1.3	0.5	0.9	26.5	1.2	-1.9	0.1
Cc1ccc(C(=O)NC(=S)Nc2cccc3nsnc23)cc1	-6.3	-0.8	-4.5	1.1	-0.1	33.7	0.3	1.3	2.0
Fc1ccccc1C1c2cccn2CCN1C(=S)Nc1ccc(Br)cc1 (configuration not stated)	-7.9	0.6	12.7	0.8	0.8	-11.0	0.1	1.3	5.3
COc1cc(C(=O)OCCn2c(=O)c3c(ncn3CCN(C)C)n(C)c2=O)cc(OC)c1OC	-2.5	-2.1	4.9	-0.4	1.1	5.9	-0.4	-1.0	7.0
O=C(Nc1ccc([N+](=O)[O-])cn1)c1cc(-c2cccc(Br)c2)nc2ccccc12	-34.1	2.9	-8.8	-0.1	0.6	34.9	2.4	0.5	6.8
O=C(NNC(=O)C1[C@H]2CCCC[C@@H]12)c1ccc(=O)oc1 (some centres not stated)	-11.6	-1.5	-37.6	0.4	0.3	0.5	1.8	1.6	-3.5
CCN(CC)C(=O)c1cc(Cl)ccc1NC(=O)c1ccco1	-3.9	2.4	-10.1	0.3	0.1	-22.9&-23.0	0.2	0.7	0.9
O=C(CSc1nnc(-c2cccs2)n1-c1ccccc1)NCc1ccc2c(c1)OCO2	-17.1	-1.9	25.4	0.4	-0.8	18.7	0.3	-1.3	0.3

Entries of single compounds as entered above.
O=C(NNC(=O)C1[C@H]2CCCC[C@@H]12)c1ccc(=O)oc1 (some centres not stated) reads S1P4 antag = -11.6; Ba/F3 V617F tox = -1.5; m-calpain inh = -37.6; PERK inhibitor = 0.4; TRPML3 ag = 0.3; EP2 modulator = 0.5; TRPN1 ag = 1.8; S1P4 ag = 1.6; BaF3 parental = -3.5
Cc1ccc(C(=O)NC(=S)Nc2cccc3nsnc23)cc1 reads S1P4 antag = -6.3; Ba/F3 V617F tox = -0.8; m-calpain inh = -4.5; PERK inhibitor = 1.1; TRPML3 ag = -0.1; EP2 modulator = 33.7; TRPN1 ag = 0.3; S1P4 ag = 1.3; BaF3 parental = 2.0
O=C(CSc1nnc(-c2cccs2)n1-c1ccccc1)NCc1ccc2c(c1)OCO2 reads S1P4 antag = -17.1; Ba/F3 V617F tox = -1.9; m-calpain inh = 25.4; PERK inhibitor = 0.4; TRPML3 ag = -0.8; EP2 modulator = 18.7; TRPN1 ag = 0.3; S1P4 ag = -1.3; BaF3 parental = 0.3

Later entries.
canonical_smiles	S1P4 antag	Ba/F3 V617F tox	m-calpain inh	PERK inhibitor	TRPML3 ag	EP2 modulator	TRPN1 ag	S1P4 ag	BaF3 parental
COc1ccc(N(CC(=O)Nc2cc(C)cc(C)c2)S(=O)(=O)c2ccccc2[N+](=O)[O-])c(OC)c1	-13.3	0.3	-119.1	0.4	1.0	15.0	1.4	0.1	5.4
CN(C)c1ccc(/C=C/c2cc[n+](C)cc2)cc1	0.2	94.4*	-2.8	1.0	2.6	-26.3	4.8	-1.8	70.8*
NNC(=O)Cc1cn(-c2ncc(C(F)(F)F)cc2Cl)c2ccccc12	-6.0	-3.0	5.0	-0.6	1.1	-8.1	0.6	-3.7	5.9
Nc1cccc(-c2nc3ccccc3[nH]2)c1	-2.4	3.7	-237.4	0.4	-0.1	8.5	0.3	-1.0	5.0
CN(C)S(=O)(=O)c1cccc(NS(=O)(=O)c2ccc(Cl)s2)c1	-15.7	0.1	-1.4	0.1	-0.2	27.5	-1.6	3.6	3.3
O=C(C1CCN(S(=O)(=O)N2CCOCC2)CC1)N1CCc2ccccc21	-19.8	2.1	9.4	-1.1	-0.3	-14.4	1.6	-1.7	2.6

Assay outcomes as filed in PubChem BioAssay.
